Bioassay records as filed in PubChem BioAssay.
All columns: NCI-60 one-dose screen, growth in % after 48 h at 10 µM unless noted; 100 = growth as untreated, 0 = no growth, -100 = all killed.
OVCAR-8 = OVCAR-8 ovarian cancer | 4.4% of 81,000 active
OVCAR-5 = OVCAR-5 ovarian cancer | 2.9% of 82,000 active
OVCAR-3 = OVCAR-3 ovarian cancer; 7% of 79,000 active
IGROV1 = IGROV1 ovarian cancer. AID 1794786. 4.7% of 79,000 active
SK-OV-3 = SK-OV-3 ovarian cancer cells; 3.2% of 80,000 active; AID 1794785
OVCAR-4 = OVCAR-4 ovarian cancer cells. 3.7% of 80,000 active
PC-3 = PC-3 prostate cancer cells | 3.9% of 80,000 active | AID 1794754
DU-145 = DU-145 prostate cancer; 4.2% of 81,000 active; AID 1794760
Active calls of the source: *; / = not tested or not shown; & = joins results of further samples. The calls were made as follows: active = growth percent below 10; inactive = the rest. Some of the compounds tested; the hit share may differ from the screen's.

SMILES	OVCAR-8	OVCAR-5	OVCAR-3	IGROV1	SK-OV-3	OVCAR-4	PC-3	DU-145
NS(=O)(=O)c1cccc(N2C(=O)C3CC=CCC3C2=O)c1 (stereo unspecified)	109	104	101	101	106	94	99	98
O=C(Nc1ccc(Cl)c(Cl)c1)Nc1ccc2nc(NS(=O)(=O)c3ccc4ccccc4c3)sc2c1	95	117	101	102	102	102	/	111
CCN(CCCOc1ccc2c(Nc3cc(CC(=O)Nc4cccc(F)c4)[nH]n3)ncnc2c1)CCOP(=O)(O)O	70	59	78	62	77	80	80	88
O=C(Nc1ccccc1)Nc1ccc2nc(NS(=O)(=O)c3ccc4ccccc4c3)sc2c1	106	111	107	100	98	104	/	113
Nc1cc(-c2ccncc2)c[nH]c1=O	100	99	107	108	120	106	89	110
Cn1cc(C(=O)c2nc(-c3cn(C)c4ccc(Br)cc34)no2)c2ccccc21	101	107	111	105	91	106	94	106
O=C(NC[C@H](O)CN1CCc2ccccc2C1)c1cc(NC2COC2)ncn1	97	96	104	77	107	92	107	103
C[C@@H](NC(=O)c1ncnc(N)c1Cl)c1ncc(C(=O)Nc2cc(C(F)(F)F)c(Cl)cn2)s1	65	31	95	64	94	99	94	95
COc1ccc(N=N/C(C(=O)C(F)(F)F)=C(\O)c2ccc(Cl)cc2)cc1	70	41	64	66	93	92	51	73
CCC[C@H](N[C@@H](C)C(=O)N1[C@H](C(=O)O)C[C@@H]2CCCC[C@@H]21)C(=O)OCC	102	89	104	108	113	/	92	111
Nc1nccs1	100	97	124	108	104	115	99	115
COc1ccc(/C=C/C(C)=N/OC(C)C(=O)NC(C)C)cc1 (stereo unspecified)	105	84	116	107	99	111	102	112
CC1=NN(c2ccccc2)C(=O)C1	102&108&111	101&111&107	104&108	102&113&103	95&110	96&110	92&112&101	110&110
c1ccc2c(CC3=NCCN3)cccc2c1	101&98	108&98	116&117	116&108	107&105	110&108	96&103	114&123
COc1ccccc1OCC(O)COC(N)=O (stereo unspecified)	99	108	104	106	108	118	103	109
O=C(Nc1ccc(Cl)cc1)Nc1ccc(Cl)c(C(F)(F)F)c1	20	1.4*	4.1*	30	-27*	31	-9.0*	20
NS(=O)(=O)c1cc2c(cc1C(F)(F)F)NC(Cc1ccccc1)NS2(=O)=O (stereo unspecified)	111	/	135	100	103	99	93	125
Cn1cc(-c2nnc(-c3cn(C)c4ncccc34)s2)c2cc(F)ccc21	102	100	104	106	/	107	84	103
CC(Oc1c(Cl)cccc1Cl)C1=NCCN1 (stereo unspecified)	103	105	110	119	114	104	99	123
C/C=C\C1=C(C(=O)O)N2C(=O)C(NC(=O)C(N)c3ccc(O)cc3)C2SC1 (stereo unspecified)	97	101	106	100	99	105	88	118
Cn1cc(-c2cnc3ccc4ccc(CS(=O)(=O)NCc5ccccn5)cc4c(=O)c3c2)cn1	52	77	81	52	70	70	65	78
COc1cc(Nc2c(C#N)cnc3cc(OCCCN4CCN(C)CC4)c(OC)cc23)c(Cl)cc1Cl	43	23	78	6.3*	44	56	85	46
COc1ccc(C2=NN(c3ccc(S(N)(=O)=O)cc3)C(c3ccc(N(C)C)cc3)C2)c(OC)c1 (stereo unspecified)	90	128	129	97	100	91	97	122
Cn1c(Nc2ccc(C(F)(F)F)cc2)nc2cc(Oc3ccnc(-c4ncc(C(F)(F)F)[nH]4)c3)ccc21	58	63	59	33	6.7*	65	66	60
COc1ccc2c(c1)c(-c1nnc(N)nc1-c1cn(C)c3ccc(OC)cc13)cn2C	96	91	101	81	102	90	80	100
Cc1nc2ccc(-n3ncc(C(=O)c4cc5ccccc5[nH]4)c3N)cc2[nH]1	42	66	63	37	50	71	41	61
COc1ccc(CN(CCN(C)C)c2ccccn2)cc1	101&107	111	133	105&108	111&124	111&116	86&103	125
C=CCSc1nc(NC(=O)CN2CCN(c3cc4c(cc3F)c(=O)c(C(=O)O)cn4C3CC3)CC2)cc(=O)[nH]1	104	95	108	96	109	99	95	107
COc1cc2nc(N3CCN(C(=O)C4COc5ccccc5O4)CC3)nc(N)c2cc1OC (stereo unspecified)	101&95&92	97&112&127	103&109&107	96&109&93	105&103&114	99&93&92	110&93&92	106&102
COC(=O)c1cccnc1	92	90	106	92	101	110	95	107
Cc1cc2c(s1)Nc1ccccc1N=C2N1CCN(C)CC1	103	96	107	104	87	112	100	107
C[C@H]1COc2c(N3CCN(C)CC3)c(F)cc3c(=O)c(C(=O)O)cn1c23	102	102	114	103	105	104	95	114
O=c1cc[nH]c(=O)[nH]1	96&101	102&107	110&110	101&112	86&121	119&102	90&96	116&108
N=C(N=C(N)N)N1CCOCC1	106&105	99	107&114	109&100	104&101	108&95	95&94	106&102
Cc1cc(-c2nc(-c3ccc(OC(F)(F)F)cc3)no2)nn1Cc1ccnc(N2CCN(C3CC3)CC2)c1	65	97	66	88	78	54	47	80
Cc1ccc([C@@H]2C[C@@H]3Cc4ccc5ccccc5c4N2O3)s1	91	95	108	94	93	85	/	113
Cn1cc(-c2nc(N)nnc2-c2c[nH]c3ccccc23)c2ccccc21	97	92	98	58	85	90	81	100
CN1CCC(=C2c3ccccc3CCc3sccc32)CC1	92	82	109	87	105	99	76	106
CC[C@]1(O)CC2CN(CCc3c([nH]c4ccccc34)[C@@](C(=O)OC)(c3cc4c(cc3OC)N(C)[C@H]3[C@@](O)(C(=O)OC)[C@H](OC(C)=O)[C@]5(CC)C=CCN6CC[C@]43[C@@H]65)C2)C1 (stereo partly specified)	13	/	-56*	16	6.7*	33	28	-40*
O=C(O)C(O)C(O)C(O)C(O)C(=O)O (stereo unspecified)	104	104	107	105	102	112	98	112

Next part; the last 2 above are carried over.
SMILES	OVCAR-8	OVCAR-5	OVCAR-3	IGROV1	SK-OV-3	OVCAR-4	PC-3	DU-145
CC[C@]1(O)CC2CN(CCc3c([nH]c4ccccc34)[C@@](C(=O)OC)(c3cc4c(cc3OC)N(C)[C@H]3[C@@](O)(C(=O)OC)[C@H](OC(C)=O)[C@]5(CC)C=CCN6CC[C@]43[C@@H]65)C2)C1 (stereo partly specified)	13	/	-56*	16	6.7*	33	28	-40*
O=C(O)C(O)C(O)C(O)C(O)C(=O)O (stereo unspecified)	104	104	107	105	102	112	98	112
O=C1NC(=O)[C@@]2(CCOc3ccc(F)cc32)N1	102	97	107	101	102	101	105	109
CC(C)(C)c1cnc(CSc2cnc(NC(=O)C3CCNCC3)s2)o1	5.7*	15	20	9.9*	6.3*	9.9*	0.9*	7.3*
CCN(CC)CCOc1ccccc1C(=O)CCc1ccccc1	101	105	103	102	92	93	98	111
COc1ccc2c(c1)c(-c1nnc(N)nc1-c1c[nH]c3ccc(Br)cc13)cn2C	94	96	99	99	104	87	111	106
COc1cc(N2CCC(N3CCN(C)CC3)CC2)ccc1Nc1ncnc(Nc2ccccc2S(=O)(=O)C(C)C)n1	99	98	105	103	87	113	94	100
O=C(O)[C@@H]1[C@H]2C[C@H]3c4[nH]c5ccccc5c4CCN3C[C@@H]2CC[C@@H]1O	88	105	111	114	115	103	/	106
Cn1ncc(Cl)c1-c1cc(C(=O)N[C@H](CN)Cc2ccc(F)c(F)c2)oc1Cl	-38*	5.8*	18	-24*	-42*	25	-25*	19

Just OVCAR-4, PC-3 and DU-145, for some of the entries so far:
Structure	OVCAR-4	PC-3	DU-145
O=C1NC(=O)[C@@]2(CCOc3ccc(F)cc32)N1	101	105	109
CC(C)(C)c1cnc(CSc2cnc(NC(=O)C3CCNCC3)s2)o1	9.9*	0.9*	7.3*
CCN(CC)CCOc1ccccc1C(=O)CCc1ccccc1	93	98	111
COc1ccc2c(c1)c(-c1nnc(N)nc1-c1c[nH]c3ccc(Br)cc13)cn2C	87	111	106
COc1cc(N2CCC(N3CCN(C)CC3)CC2)ccc1Nc1ncnc(Nc2ccccc2S(=O)(=O)C(C)C)n1	113	94	100
O=C(O)[C@@H]1[C@H]2C[C@H]3c4[nH]c5ccccc5c4CCN3C[C@@H]2CC[C@@H]1O	103	/	106
Cn1ncc(Cl)c1-c1cc(C(=O)N[C@H](CN)Cc2ccc(F)c(F)c2)oc1Cl	25	-25*	19

Two compounds picked at random from those above:
SMILES	OVCAR-8	OVCAR-5	OVCAR-3	IGROV1	SK-OV-3	OVCAR-4	PC-3	DU-145
O=c1cc[nH]c(=O)[nH]1	96&101	102&107	110&110	101&112	86&121	119&102	90&96	116&108
O=C1NC(=O)[C@@]2(CCOc3ccc(F)cc32)N1	102	97	107	101	102	101	105	109
